LAP4-GFP MLPCN: yeast TOR pathway LAP4-GFP modulation; S. cerevisiae LAP4-GFP multiplex, flow cytometry GFP, 3 h; median GFP as percent of DMSO wells; GFP response vs DMSO, % at 10 µM; actives 0.34% (n = 320,000); AID 2023;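 active = GFP response vs DMSO above a set limit, about the screen mean plus 3 SD, cut at about 150% in these data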
JMJD2C inh: blocks human GASC-1 demethylase activity; Q9H3R0; GST-JMJD2C(1-420) H3K9me3 demethylation, DELFIA europium; inhibition, % at 2.35 µM; actives 0.069% (n = 330,000); AID 2099;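 active = more than half of a compound's replicate wells show inhibition beyond 50%, single wells judged on their own value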;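 also: signal counts dimethyl H3K9 product captured on neutravidin plate; 0% = median of DMSO wells and 100% = 0.3 times that DMSO median; strong numbers were not always called active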
Target sequence (Q9H3R0 1-420 limits assumed): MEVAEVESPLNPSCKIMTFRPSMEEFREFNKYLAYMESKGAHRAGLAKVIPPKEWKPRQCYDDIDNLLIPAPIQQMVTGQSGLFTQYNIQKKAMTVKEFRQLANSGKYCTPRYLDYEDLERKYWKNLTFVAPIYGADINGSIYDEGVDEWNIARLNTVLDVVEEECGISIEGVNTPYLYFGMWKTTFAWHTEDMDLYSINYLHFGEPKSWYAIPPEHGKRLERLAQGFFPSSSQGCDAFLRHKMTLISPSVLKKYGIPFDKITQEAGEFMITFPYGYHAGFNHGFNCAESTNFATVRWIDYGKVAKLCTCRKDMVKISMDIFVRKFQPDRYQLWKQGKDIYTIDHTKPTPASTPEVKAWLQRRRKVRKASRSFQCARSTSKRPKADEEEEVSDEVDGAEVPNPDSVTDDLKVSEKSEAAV
MEP2-GFP yeast: yeast TOR pathway MEP2-GFP modulation; actives 0.51% (n = 330,000); GFP response vs DMSO, % at 10 µM; S. cerevisiae MEP2-GFP strain, flow cytometry GFP, 3 h; 100% = DMSO control level;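 active = GFP response versus DMSO above a set limit, roughly screen mean plus 3 SD, cut at about 180% in these data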;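 also: median GFP fluorescence of the barcode-gated MEP2-GFP cells per well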
GRK2 aptamer HTS: inhibitors of human GRK2 displacing RNA aptamer | P25098 | AID 488847 | actives 0.59% (n = 330,000) | inhibition of aptamer binding, % at 10 µM | bead flow cytometry, FAM-aptamer displacement from GRK2;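 active = inhibition of aptamer binding above 40%, roughly 3 SD of noise, on plates passing a quality check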;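 also: median bead fluorescence of bound FAM aptamer so fluorescent compounds give negative values; no value below 0 was filed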
VLA-4 inh: inhibition in a human VLA-4 binding assay; P13612; actives 0.2% (n = 330,000); VLA-4 expressing cells, ligand binding flow cytometry; inhibition, % (about 7 µM as worked out from the volumes in the protocol); in the data active = inhibition above about 50%
AGP1-GFP MLPCN: modulators of TOR pathway AGP1-GFP in S. cerevisiae. S. cerevisiae AGP1-GFP multiplex flow cytometry, 3 h; GFP as percent of DMSO wells. GFP response vs DMSO, % at 10 µM. actives 0.02% (n = 320,000);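 active = GFP response relative to DMSO above a set limit, near screen average plus 3 SD, cut at about 150% in these data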;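 also: median GFP channel fluorescence of the gated AGP1 strain per well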
RPL19A-GFP yeast: alters RPL19A-GFP fluorescence in TOR pathway yeast screen | AID 2025 | percent response vs DMSO, % at 10 µM | actives 0.3% (n = 330,000) | S. cerevisiae RPL19A-GFP strain, flow cytometry, 3 h; stronger effect = lower value;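 active = percent response vs DMSO below 50%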;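 also: median channel GFP fluorescence of the barcoded RPL19A-GFP strain; ratio of sample median GFP to plate DMSO average so 100% = DMSO; lower means less RPL19A-GFP as with rapamycin TOR inhibition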
CIT2-GFP yeast: modulators of TOR pathway CIT2-GFP in S. cerevisiae; AID 2029; GFP response vs DMSO, % at 10 µM; S. cerevisiae CIT2-GFP strain, flow cytometry, 3 h; 100 means same as DMSO wells; actives 0.065% (n = 320,000);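 active = GFP response relative to DMSO above a set limit, near the screen mean plus 3 SD, cut at about 150% in these data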;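 also: ratio of well median GFP fluorescence to mean of DMSO wells on the plate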
* hit, by the source's call. Outcome played no part in choosing rows. About 1.7% of those tested had a hit in this group.

COc1ccccc1NC(=O)CSc1nnc(-c2ccoc2C)n1CC1CCCO1 (stereo not drawn) was read as LAP4-GFP MLPCN 102, JMJD2C inh 18, MEP2-GFP yeast 105, GRK2 aptamer HTS 5, VLA-4 inh 7, AGP1-GFP MLPCN 100, RPL19A-GFP yeast 103 and CIT2-GFP yeast 96.
COc1ccc([N+](=O)[O-])cc1NC(=S)NC(=O)C(C)(C)C was read as LAP4-GFP MLPCN 110, JMJD2C inh -3, MEP2-GFP yeast 96, GRK2 aptamer HTS 2, VLA-4 inh -12, AGP1-GFP MLPCN 95, RPL19A-GFP yeast 99 and CIT2-GFP yeast 104.
Cc1noc(C)c1S(=O)(=O)N(C)CC(=O)Nc1ccc(F)cc1 was read as LAP4-GFP MLPCN 103, JMJD2C inh -4, MEP2-GFP yeast 102, GRK2 aptamer HTS 1, VLA-4 inh 2, AGP1-GFP MLPCN 95, RPL19A-GFP yeast 96 and CIT2-GFP yeast 95.
CSc1ccc(C#N)cc1NC(=O)c1ccc(Cl)cc1Cl was read as LAP4-GFP MLPCN 102, JMJD2C inh 12, MEP2-GFP yeast 95, GRK2 aptamer HTS 0, VLA-4 inh 15, AGP1-GFP MLPCN 91, RPL19A-GFP yeast 94 and CIT2-GFP yeast 100.
Cc1ccccc1N=C1NC(=O)/C(=C/c2cccn2C)S1 was read as LAP4-GFP MLPCN 106, JMJD2C inh -3, MEP2-GFP yeast 100, GRK2 aptamer HTS 0, VLA-4 inh -1, AGP1-GFP MLPCN 101, RPL19A-GFP yeast 96 and CIT2-GFP yeast 93.
CCCCC12CN3CCN(CC(C3)/C1=N\NC(=O)Nc1ccccc1)C2 was read as LAP4-GFP MLPCN 106, JMJD2C inh 2, MEP2-GFP yeast 108, GRK2 aptamer HTS 0, VLA-4 inh 2, AGP1-GFP MLPCN 105, RPL19A-GFP yeast 108 and CIT2-GFP yeast 101.
`N#CCSc1ncccc1-c1nc2ccccc2[nH]1` gave LAP4-GFP MLPCN 97, JMJD2C inh 8, MEP2-GFP yeast 105, GRK2 aptamer HTS 2, VLA-4 inh 24, AGP1-GFP MLPCN 104, RPL19A-GFP yeast 100 and CIT2-GFP yeast 103.
CC1(c2ccccc2Cl)NC(=O)N(CC(=O)NCCC2=CCCCC2)C1=O (stereo not drawn) was read as LAP4-GFP MLPCN 103, JMJD2C inh 33, MEP2-GFP yeast 83, GRK2 aptamer HTS 2, VLA-4 inh 3, AGP1-GFP MLPCN 90, RPL19A-GFP yeast 84 and CIT2-GFP yeast 85.
Screening O=C(NC(=S)Nc1cccc(Cl)c1N1CCCCC1)c1cccs1 returned LAP4-GFP MLPCN 102, JMJD2C inh 7, MEP2-GFP yeast 99, GRK2 aptamer HTS 1, VLA-4 inh -27, AGP1-GFP MLPCN 101, RPL19A-GFP yeast 99 and CIT2-GFP yeast 95.
Screening S=C(Nc1ccccc1)Nc1cccc(Br)c1 returned LAP4-GFP MLPCN 90, JMJD2C inh 3, MEP2-GFP yeast 99, GRK2 aptamer HTS 1, VLA-4 inh 0, AGP1-GFP MLPCN 91, RPL19A-GFP yeast 99 and CIT2-GFP yeast 95.
COC(=O)c1ccccc1NC(=O)CN1CCN(C23CC4CC(CC(C4)C2)C3)CC1 was read as LAP4-GFP MLPCN 95, JMJD2C inh 20, MEP2-GFP yeast 98, GRK2 aptamer HTS 0, VLA-4 inh 1, AGP1-GFP MLPCN 96, RPL19A-GFP yeast 99 and CIT2-GFP yeast 93.
`S=c1[nH]nc(C2CCCCC2)n1/N=C/c1ccccc1Cl` gave LAP4-GFP MLPCN 123, JMJD2C inh 2, MEP2-GFP yeast 95, GRK2 aptamer HTS 4, VLA-4 inh 15, AGP1-GFP MLPCN 99, RPL19A-GFP yeast 91 and CIT2-GFP yeast 104.
For NC(=O)c1ccsc1NC(=O)COC(=O)C1=NNC(=O)CC1 the results were LAP4-GFP MLPCN 112, JMJD2C inh 4, MEP2-GFP yeast 96, GRK2 aptamer HTS 0, VLA-4 inh 0, AGP1-GFP MLPCN 101, RPL19A-GFP yeast 101 and CIT2-GFP yeast 94.
O=C1C2CC=C(Cl)CC2C(=O)N1CCC[n+]1ccccc1 (stereo not drawn) was read as LAP4-GFP MLPCN 94, JMJD2C inh -1, MEP2-GFP yeast 103, GRK2 aptamer HTS 0, VLA-4 inh 0, AGP1-GFP MLPCN 96, RPL19A-GFP yeast 92 and CIT2-GFP yeast 98.
`CC1CCCCN1C(=O)CSc1nnc(-c2cccs2)o1` (stereo not drawn) gave LAP4-GFP MLPCN 99, JMJD2C inh 53, MEP2-GFP yeast 107, GRK2 aptamer HTS 0, VLA-4 inh 1, AGP1-GFP MLPCN 103, RPL19A-GFP yeast 105 and CIT2-GFP yeast 108.
`CCOc1ccccc1OCCCC(=O)Nc1cccc(S(=O)(=O)N2CCOCC2)c1` gave LAP4-GFP MLPCN 92, JMJD2C inh 8, MEP2-GFP yeast 88, GRK2 aptamer HTS 0, VLA-4 inh -21, AGP1-GFP MLPCN 97, RPL19A-GFP yeast 98 and CIT2-GFP yeast 94.
Screening CCC(C)(C)NC(=O)C(c1ccc(O)cc1)N(C(=O)Cn1nnc2ccccc21)c1ccc(NC(C)=O)cc1 (stereo not drawn) returned LAP4-GFP MLPCN 108, JMJD2C inh 7, MEP2-GFP yeast 93, GRK2 aptamer HTS 0, VLA-4 inh 10, AGP1-GFP MLPCN 103, RPL19A-GFP yeast 93 and CIT2-GFP yeast 101.
CC(=O)c1c(C)[nH]c(C(=O)OCC(=O)NCCC(C)C)c1C was read as LAP4-GFP MLPCN 91, JMJD2C inh -6, MEP2-GFP yeast 103, GRK2 aptamer HTS 0, VLA-4 inh 7, AGP1-GFP MLPCN 97, RPL19A-GFP yeast 104 and CIT2-GFP yeast 99.
CSc1ccccc1C(=O)C1CCCN(C(=O)c2cncs2)C1 (stereo not drawn) was read as LAP4-GFP MLPCN 96, JMJD2C inh 3, MEP2-GFP yeast 107, GRK2 aptamer HTS 0, VLA-4 inh 9, AGP1-GFP MLPCN 104, RPL19A-GFP yeast 102 and CIT2-GFP yeast 103.
CCOn1c(=O)c(-c2cccs2)[n+]([O-])c2ccccc21 was read as LAP4-GFP MLPCN 146, JMJD2C inh 4, MEP2-GFP yeast 102, GRK2 aptamer HTS 0, VLA-4 inh 4, AGP1-GFP MLPCN 94, RPL19A-GFP yeast 103 and CIT2-GFP yeast 84.
For Cn1c(NC(=O)c2cccnc2)nc2ccccc21 the results were LAP4-GFP MLPCN 95, JMJD2C inh 2, MEP2-GFP yeast 91, GRK2 aptamer HTS 1, VLA-4 inh 9, AGP1-GFP MLPCN 93, RPL19A-GFP yeast 91 and CIT2-GFP yeast 94.
For N#Cc1ccccc1CN1C(=O)c2ccccc2S1(=O)=O the results were LAP4-GFP MLPCN 87, JMJD2C inh 19, MEP2-GFP yeast 105, GRK2 aptamer HTS 0, VLA-4 inh 1, AGP1-GFP MLPCN 95, RPL19A-GFP yeast 97 and CIT2-GFP yeast 99.
COCCNC(=S)NC1CC2CCC(C1)N2Cc1ccccc1 (stereo not drawn) was read as LAP4-GFP MLPCN 87, JMJD2C inh -13, MEP2-GFP yeast 103, GRK2 aptamer HTS 0, VLA-4 inh -2, AGP1-GFP MLPCN 106, RPL19A-GFP yeast 105 and CIT2-GFP yeast 98.
COC(=O)C1C(=O)c2c([nH]c(C(=O)OCC3CCCO3)c2C)CC1C (stereo not drawn) was read as LAP4-GFP MLPCN 100, JMJD2C inh -4, MEP2-GFP yeast 100, GRK2 aptamer HTS 0, VLA-4 inh 10, AGP1-GFP MLPCN 103, RPL19A-GFP yeast 101 and CIT2-GFP yeast 104.
`COc1ccc(OC)c2nc(-c3ccc4c(c3)OCO4)ccc12` gave LAP4-GFP MLPCN 91, JMJD2C inh -14, MEP2-GFP yeast 89, GRK2 aptamer HTS 42*, VLA-4 inh 8, AGP1-GFP MLPCN 88, RPL19A-GFP yeast 90 and CIT2-GFP yeast 85.
`CCOc1ccc(Br)cc1S(=O)(=O)N1CCC(C(N)=O)CC1` gave LAP4-GFP MLPCN 109, JMJD2C inh 7, MEP2-GFP yeast 108, GRK2 aptamer HTS 2, VLA-4 inh 1, AGP1-GFP MLPCN 118, RPL19A-GFP yeast 99 and CIT2-GFP yeast 109.
For COc1ccc(C(CCN2CCCCC2)c2c(O)cc(OC)cc2OC)cc1 (stereo not drawn) the results were LAP4-GFP MLPCN 92, JMJD2C inh 11, MEP2-GFP yeast 98, GRK2 aptamer HTS 2, VLA-4 inh 9, AGP1-GFP MLPCN 91, RPL19A-GFP yeast 97 and CIT2-GFP yeast 90.
CCN1c2ccccc2-c2nc3ccccc3n2C1c1cccnc1 (stereo not drawn) was read as LAP4-GFP MLPCN 98, JMJD2C inh 0, MEP2-GFP yeast 100, GRK2 aptamer HTS 6, VLA-4 inh 37, AGP1-GFP MLPCN 101, RPL19A-GFP yeast 100 and CIT2-GFP yeast 102.
Cc1cc(C(=O)OCC(=O)N2C(C)CCCC2C)c2ccccc2n1 (stereo not drawn) was read as LAP4-GFP MLPCN 90, JMJD2C inh 1, MEP2-GFP yeast 97, GRK2 aptamer HTS 4, VLA-4 inh 15, AGP1-GFP MLPCN 99, RPL19A-GFP yeast 102 and CIT2-GFP yeast 113.
For O=C(NCC(c1cccs1)N1CCOCC1)c1ccc(Cl)c([N+](=O)[O-])c1 (stereo not drawn) the results were LAP4-GFP MLPCN 97, JMJD2C inh -14, MEP2-GFP yeast 103, GRK2 aptamer HTS 0, VLA-4 inh 13, AGP1-GFP MLPCN 104, RPL19A-GFP yeast 105 and CIT2-GFP yeast 110.
`O=C(O)c1cc2c(cc1NC(=O)c1ccccc1C(F)(F)F)OCCCO2` gave LAP4-GFP MLPCN 99, JMJD2C inh -6, MEP2-GFP yeast 105, GRK2 aptamer HTS 0, VLA-4 inh -2, AGP1-GFP MLPCN 101, RPL19A-GFP yeast 101 and CIT2-GFP yeast 99.
For O=C(/C=C/c1cccc(F)c1)OCC(=O)N1CCCC1 the results were LAP4-GFP MLPCN 92, JMJD2C inh 4, MEP2-GFP yeast 98, GRK2 aptamer HTS 4, VLA-4 inh 2, AGP1-GFP MLPCN 97, RPL19A-GFP yeast 99 and CIT2-GFP yeast 106.
`CCN(CC)C(CNC(=O)CSc1nnnn1-c1cccc(F)c1)c1ccco1` (stereo not drawn) gave LAP4-GFP MLPCN 107, JMJD2C inh -4, MEP2-GFP yeast 107, GRK2 aptamer HTS 0, VLA-4 inh -7, AGP1-GFP MLPCN 108, RPL19A-GFP yeast 106 and CIT2-GFP yeast 105.
For CC(C)(C)c1ccc(OCCC(=O)NNC(=O)c2ccccc2)cc1 the results were LAP4-GFP MLPCN 108, JMJD2C inh -1, MEP2-GFP yeast 105, GRK2 aptamer HTS 0, VLA-4 inh 0, AGP1-GFP MLPCN 115, RPL19A-GFP yeast 109 and CIT2-GFP yeast 105.
CCOC(=O)Cc1cc(=O)n2[nH]cc(-c3cccc(Br)c3)c2n1 was read as LAP4-GFP MLPCN 105, JMJD2C inh 6, MEP2-GFP yeast 105, GRK2 aptamer HTS 3, VLA-4 inh 1, AGP1-GFP MLPCN 100, RPL19A-GFP yeast 97 and CIT2-GFP yeast 97.
Screening CCOc1ccc(Br)cc1S(=O)(=O)N1CCCN(C)CC1 returned LAP4-GFP MLPCN 87, JMJD2C inh 2, MEP2-GFP yeast 99, GRK2 aptamer HTS 2, VLA-4 inh 4, AGP1-GFP MLPCN 99, RPL19A-GFP yeast 101 and CIT2-GFP yeast 102.

Assay outcomes: PubChem, several laboratories
